TNAP activation fold – human TNAP enzyme activators, primary screen, biochemical, luminescent, no phosphate acceptor, uHTS (AID 1001); purified TNAP, luminescent activation assay, no phosphate acceptor; higher activation fold means a stronger effect; 0.03% of 200,000 active; activation fold at 20 µM; hits with a dose series show EC50 in µM; Alkaline phosphatase, tissue-nonspecific isozyme (Homo sapiens); in the data active = activation fold from about 3, or a potency from the dose series; inactive = the rest, 99 in 100 with activation fold below about 1.6; also: many of its hits are not listed in these tables
MT stabilize HCS – microtubule stabilizers in HeLa cells, primary screen, imaging, high-content imaging; HeLa tubulin immunostaining HCS, 24 h; share of cells brighter than vehicle mean+2SD; % tubulin-high responders, % at 10 µM; 0.83% of 200,000 active;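 active = plate Z-score above 3 for both tubulin-high and condensed-nucleus cell shares, with cell loss under 80%, at 10 µM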;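 also: anti alpha tubulin signal scored within the nucleus-defined area of each cell; some results filed as inactive read as strong as hits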
Ins promoter up – insulin promoter activators in MIN6 cells, imaging, high-content screening, mouse beta cells. 0.3% of 190,000 active. z-score at 5 µM. MIN6 insulin promoter-GFP reporter; hits give high values;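 active = z-score above 3 at 5 µM with at least 500 cells counted in the well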
Myeloid diff 2 – induction of myeloid progenitor differentiation, primary screen, cell-based, flow cytometry, MLPCN library. ER-HoxA9 myeloid progenitors, lysozyme-GFP differentiation. calls only at 10 µM. 1% of 360,000 active;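 active = normalized GFP-positive differentiation at or above the plate's own cutoff, the solvent-only control mean plus 3 SD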;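 also: cells exposed to compound for four days before flow analysis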
T cell modulator – modulators of CD8 T cell-vesicle binding, primary screen, mouse 2C CD8+ T cells, flow cytometry; 2C CD8+ T cell-vesicle binding; hits give low values; calls only at 7 µM; 0.068% of 330,000 active; AID 2052, 2009;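 active = response, share of CD8 T cells binding vesicles, and their 90th percentile fluorescence all below set limits, cut at about 80% in these data, passing the limit was not always enough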
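Read-out – percent CD8+ FL2 mean versus row control · System – murine 2C transgenic CD8+ T lymphocytes · Times – 1.5 h cell–vesicle binding at 37 °C, then 20 min icy labelling · Control set – naked vesicles low, QL9 vesicles with vehicle high · Detection – cytometric PE anti-B7-1 and Alexa647 anti-CD8 signals after 1% paraformaldehyde fixation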
Lipid droplet – inhibitors of hepatocyte lipid droplet formation, primary screen, imaging, high-throughput imaging, BODIPY stain; AML12 mouse hepatocytes, oleate lipid droplets; inhibition, % at 6.5 µM; 0.4% of 240,000 active; AID 1656, 2009;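 active = lipid droplet intensity inhibited by at least 50%, with more than 500 cells counted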
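Material – AML12 mouse liver cells · Also added – oleate loading, 100 µM · Compound dosing – 6.5 µM single-point dosing · Times – overnight treatment with compound plus oleate · Measured by – fluorescence imaging, 20x objective, two fields per well · Read-out – percent inhibition of filter-corrected integrated lipid droplet intensity per well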
Dynein transport – inhibitors of GR-EGFP nuclear translocation, primary screen, dynein cargo transport inhibitor project, imaging, high-content, 3617.4 mouse cells; test concentration mostly 20 µM; stimulated with dexamethasone, 1 µM; hits give low values; z-score, hits read low; 0.47% of 220,000 active;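 active = plate z-score of nuclear minus cytoplasmic receptor signal below a set negative limit, without overly bright fluorescence or cell loss, cut at about -3.5 in these data, passing the limit was not always enough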;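 also: z-score of nuclear minus cytoplasmic ring GR-EGFP intensity difference per well; some compounds called inactive have numbers as strong as hits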
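medium = tetracycline-free induction medium containing charcoal-stripped FBS | probe or stimulus = dexamethasone, 1.0 µM final | timing = 48 h induction, then 1 h compound, then 30 min agonist, 37 °C | detection = automated 10x imaging of fixed Hoechst-stained cells | read-out basis = nuclear versus cytoplasmic GR-EGFP signal, averaged per well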
human PMI inhibition – inhibitors of human PMI, primary screen, biochemical, fluorescence intensity, coupled assay (AID 1209); 0.42% of 190,000 active; Mannose-6-phosphate isomerase (Homo sapiens); purified PMI enzyme, coupled fluorescence intensity; higher % means a stronger effect; one-dose inhibition, % at 20 µM; IC50 in µM for titrated hits; in the data active = inhibition above about 50%;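 also: plate controls were DMSO vehicle for no effect and wells lacking substrate for full effect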
b-catenin transl – modulators of beta-catenin nuclear translocation, primary screen, imaging, HeLa cells, immunofluorescence, high-content | nuclear translocation activity, % at 5 µM | 0.3% of 190,000 active;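 active = nuclear translocation activity above 50% at 5 µM, with a well cell count of 50 or more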;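 also: per-cell ratio of nuclear to cytoplasmic median beta-catenin stain intensity; plate controls were DMSO negative control for no effect and GSK-3 inhibitor IX positive control for full effect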
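Read-out: Nuclear/cytoplasmic beta-catenin signal ratio, % activation | Assay system: Human HeLa cell line | Times: 24 h compound exposure at 37°C, 5% CO2 | Signal: Fluorescence imaging of beta-catenin antibody stain plus DAPI | Dosing: 5 µM primary, 0.02–20 µM confirmation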
Dynein transport cytoplasmic EGFP – also measured in Dynein transport; calls as there; z-score; measured here: cytoplasmic GR-EGFP intensity; hits give high values
Dynein transport nuclear GR-EGFP – second read-out of Dynein transport, no call of its own (marks repeat the call); z-score; measured here: nuclear GR-EGFP intensity;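 lower value marks the stronger effect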
Dynein transport cell count – also measured in Dynein transport; calls as there; z-score; measured here: cell count per field
Ins promoter up cell count – also measured in Ins promoter up; calls as there; cell count; measured here: cytotoxicity, nuclei count;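 total cells summed across four imaged fields per well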
Lipid droplet cells 6.5 µM – also measured in Lipid droplet; calls as there; cell count; measured here: cell count, cytotoxicity flag;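 cells counted across two imaged fields per well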
b-catenin transl cell count 5 µM – also measured in b-catenin transl; calls as there; cell count; measured here: cell count, cytotoxicity flag
T cell modulator vesicle-bound % – second read-out of T cell modulator, no call of its own (marks repeat the call); double positive events, %; measured here: CD8+ vesicle-bound cell fraction;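 binding gate set so that unloaded-vesicle control wells show 10% double positive cells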
MT stabilize HCS Hoechst-high % – also measured in MT stabilize HCS; calls as there; % Hoechst-high responders; measured here: nuclear condensation Hoechst responders;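 share of cells brighter than vehicle mean plus two SD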
MT stabilize HCS cytotoxicity % – recorded beside MT stabilize HCS, whose call it bears; toxicity, %; measured here: cytotoxicity by cell density;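 0% = mean cell density of plate MIN control wells and 100% = no cells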
Myeloid diff 2 GFP+ MAC1+ % – recorded beside Myeloid diff 2, whose call it bears; GFP+ MAC1+ double positive, %; measured here: differentiation confirmed by MAC1 staining
* = called active by the depositor; i = inactive; · = no result given; + = active, no number.

SMILES	TNAP activation fold	MT stabilize HCS	MT stabilize HCS Hoechst-high %	MT stabilize HCS cytotoxicity %	Ins promoter up	Ins promoter up cell count	Myeloid diff 2	Myeloid diff 2 GFP+ MAC1+ %	T cell modulator	T cell modulator vesicle-bound %	Lipid droplet	Lipid droplet cells 6.5 µM	Dynein transport	Dynein transport cytoplasmic EGFP	Dynein transport nuclear GR-EGFP	Dynein transport cell count	human PMI inhibition	b-catenin transl	b-catenin transl cell count 5 µM
COc1ccc(-c2cn3cccc(C)c3n2)cc1Br	1.1	4.2	2.0	3.8	0.11	1219	i	2.1	i	27.6	5.2	673	-1.79	-0.136	-0.535	0.494	43.7%	-1.9	540
O=C(c1cc(F)ccc1F)C1CCCN(C(=O)CCc2cnccn2)C1 (stereo not drawn)	1.1	2.1	1.9	8.9	-0.07	1444	i	0.1	i	56.8	-14.9	737	-0.325	-0.335	-0.263	0.516	-1.8%	-1.1	1073
COc1ccc(S(=O)(=O)N(CC(=O)NCc2cccnc2)c2ccc(F)cc2)cc1OC	1.1	2.1	2.7	4.1	0.62	1299	·	·	i	12.5	26.1	647	-0.404	-0.27	-0.546	0.432	-4.0%	-3.3	572
COc1ccccc1NC(=O)c1ccc(-c2nn(C)c(=O)c3ccccc23)cc1	1.1	0.9	1.2	6.7	-0.88	1450	i	0.7	i	34.4	0.7	726	-0.526	-0.251	-0.104	0.476	5.6%	1.1	1042
CC(C)c1ccc(NC(=O)c2ccc(NS(C)(=O)=O)cc2)cc1	1.1	1.1	1.6	2.6	-0.47	1565	+	·	i	53.3	1.3	638	0.425	-0.272	1	-0.0436	-1.4%	8.9	899
CC1=C(C(=O)OCC2CCCO2)C(c2ccc(C)cc2)C2=C(CCCC2=O)N1 (stereo not drawn)	1.1	3.1	2.2	9.2	-0.24	1276	i	0.7	i	64.3	0.9	724	0.802	-0.187	0.61	-1.42	7.9%	2.0	1154
O=C(O)CSCC(=O)NCc1ccc(Cl)cc1Cl	1	3.6	1.1	9.6	-0.18	1459	i	0.1	i	56.5	-9.8	492	1.44	-0.217	1.25	-1.12	1.8%	0.9	1482
CCNC(=O)OCCC12CC3CC(CC(C3)C1)C2	1	2.4	2.7	4.9	-0.25	1498	i	0.4	i	45.8	-8.2	612	-0.44	-0.279	-0.247	0.602	1.4%	0.2	1080
COC(=O)c1cccc(C23CC4(C2)[C@H](CN(Cc2ccc(C(F)(F)F)cc2)[C@@H]4c2ccccc2)C3c2ccccc2)c1 (stereo partly drawn)	·	·	·	·	0.79	813	i	1.7	i	18.2	-50.3	724	-0.767	-0.68	-0.333	0.0755	·	-0.7	1225
O=C1C2(c3ccccc3)CN(CCCO)CC1(c1ccccc1)CN(CCCO)C2	1	3.3	1.8	5.2	-0.38	1245	i	8.1	i	67.1	-4.8	754	-0.501	-0.145	-0.25	-0.375	5.1%	3.7	1162
CCN(CC(=O)NCc1cccs1)S(=O)(=O)c1cccc(C(C)=O)c1	1.1	1.7	2.0	13.7	-2.15	946	i	0.3	i	5.1	·	·	0.98	-0.204	0.653	-0.0648	-5.1%	1.7	1094
COc1ccc(-c2c(S(=O)(=O)c3ccccc3)cnn2-c2ccccc2)cc1	1.1	2.7	2.2	4.9	-0.24	1132	i	1.7	i	7.0	·	·	-0.113	-0.228	0.224	1.05	10.1%	1.7	1448
Cc1cccc(OCC(=O)Nc2ccc(S(=O)(=O)Nc3ccccn3)cc2)c1	1.1	1.6	1.0	0.4	0.26	1408	i	0.2	i	44.6	1.7	616	-0.282	-0.276	-0.622	0.557	12.4%	-0.2	1509
Cc1ccc(/C=N/Nc2ccc(C(=O)O)cc2)s1	1.1	2.3	2.4	5.7	·	·	i	0.7	i	40.4	2.6	697	-1.59	-0.301	-0.658	0.863	-67.2%	1.2	1003
CCn1c(SCc2c(F)cccc2Cl)nnc1-c1ccco1	1.2	2.0	1.7	3.2	-0.9	1187	i	6.7	i	26.6	2.5	709	1.04	-0.176	0.594	-1.16	23.7%	·	·
COc1ccc(OC)c(CNc2ccc([N+](=O)[O-])cc2C)c1	1.1	1.7	1.5	0.9	-0.5	1338	i	0.6	i	10.0	-13.0	747	2.02	-0.162	1.49	-0.991	3.1%	-0.6	1081
CCCCN(C(C)=O)c1c(N)n(CCC)c(=O)n(CC(=O)Nc2cc(Cl)cc(Cl)c2)c1=O	1.1	0.0	3.1	5.8	-0.74	1326	i	0.5	i	4.7	22.1	694	0.383	-0.28	0.397	-0.653	-5.7%	-0.4	1109
Cc1cc2ccccc2n1CCNC(=O)COc1ccc2ccccc2c1	1.2	9.4	3.4	10.4	0.59	2065	i	5.5	i	19.6	2.0	680	1.16	0.855	0.955	-0.712	20.5%	0.9	1151
CCOc1ccc(NC(=S)N(CCc2c(C)[nH]c3ccccc23)Cc2cccnc2)cc1	1	3.3	0.9	5.9	1.09	981	i	1.6	i	41.0	-0.5	711	2.23	0.00506	2.32	-1.57	12.1%	2.6	495
COc1ccc(OCC(=O)NNC(=O)c2cccnc2)cc1	1	2.6	1.1	7.3	·	·	i	0.0	i	4.7	·	·	-0.92	0.216	-0.578	1.19	-0.6%	·	·
CCCCNC(=O)CS(=O)Cc1nc(-c2cccs2)oc1C (stereo not drawn)	1.1	1.3	3.8	9.9	-0.91	895	i	4.4	i	26.9	·	·	-0.106	-0.0358	0.18	-0.0604	3.9%	·	·
CN1Cc2sc(N)c(C#N)c2CC1(C)C	1.1	2.3	1.8	6.8	1.22	1397	i	1.3	i	35.2	·	·	0.412	-0.116	0.55	-0.519	-8.4%	-0.6	1419
O=C(COc1ccc(Br)cc1CNC1CCCCC1)NCCc1ccccc1	1.1	1.7	2.0	6.3	-0.65	1407	i	0.4	i	37.4	-7.2	682	0.0713	1.17	0.181	-0.445	-18.0%	-10.4	1056
Cc1ccc(OCC(=O)N2CCN(C(=O)c3ccc([N+](=O)[O-])cc3)CC2)cc1	1.1	0.8	0.9	4.6	0.13	1628	i	0.5	i	49.4	-19.9	701	0.422	-0.299	0.718	-0.0742	·	0.0	1517
O=C(CN(CC1CCCO1)C(=O)CCC(=O)Nc1nccs1)NCc1ccc2c(c1)OCO2 (stereo not drawn)	1.1	1.6	1.3	4.1	-0.06	1276	i	1.0	i	49.0	-7.0	757	-0.246	-0.189	-0.118	0.238	13.1%	-6.6	1240
Remaining list, next part
SMILES	TNAP activation fold	MT stabilize HCS	MT stabilize HCS Hoechst-high %	MT stabilize HCS cytotoxicity %	Ins promoter up	Ins promoter up cell count	Myeloid diff 2	Myeloid diff 2 GFP+ MAC1+ %	T cell modulator	T cell modulator vesicle-bound %	Lipid droplet	Lipid droplet cells 6.5 µM	Dynein transport	Dynein transport cytoplasmic EGFP	Dynein transport nuclear GR-EGFP	Dynein transport cell count	human PMI inhibition	b-catenin transl	b-catenin transl cell count 5 µM
Cn1ccnc1C(=O)c1cc(SCC(=O)NCc2ccccc2)nc2ccccc12	1.1	16.3*	25.4*	27.2*	0.45	1484	i	0.4	i	26.8	-6.4	660	-0.655	-0.314	-0.141	0.691	-17.3%	-2.1	1058
C=CCSc1nnc(NC(=O)CSc2nc3ccccc3o2)s1	1	4.1	2.1	4.9	0.97	1644	i	0.6	i	57.7	-5.3	676	0.216	-0.265	-0.0564	-0.605	10.4%	-0.9	1024
Cc1nnc(NC(=O)CSc2ccc(-c3ccc(Cl)cc3)nn2)s1	1	3.2	2.6	10.0	0.66	1255	·	·	i	44.2	-1.7	706	-0.598	-0.195	0.0673	1.29	0.4%	-0.2	1199
Cn1c(=O)[nH]c(=O)c2c1nc(CN1CCN(c3cccc(Cl)c3)CC1)n2CCCc1ccccc1	1	4.0	2.6	6.9	-0.6	1904	i	3.8	i	20.6	-3.5	657	0.115	-0.222	0.253	0.511	12.1%	1.3	1058
CC(=O)N(C(C)=O)c1ncnc2c1c(-c1ccc(Cl)cc1)nn2C(C)(C)C	1.1	4.1	2.2	4.2	-0.36	1515	i	2.1	i	24.8	-70.2	366	0.106	-0.0997	0.69	0.377	-3.8%	-0.9	923
Cn1c(Cc2ccccc2)nnc1SCC(=O)N1CCOCC1	1.1	2.6	0.3	15.5	0.45	1245	i	2.1	i	49.0	-6.9	733	1.2	-0.186	1.22	2.32	4.3%	1.2	887
COc1ccc(-c2nc(-c3cccc(C)c3)[nH]c(=O)c2C#N)cc1	1	2.6	2.3	5.6	-0.25	1666	i	0.5	i	21.7	·	·	0.134	-0.225	0.683	0.739	-11.2%	0.0	1421
